# PfHsp40 yeast = rescue of PfHsp40-mediated yeast toxicity. S. cerevisiae expressing PfHsp40, growth rescue, ATP luminescence. growth rescue, % at 12.5 µM. actives 0.68% (n = 340,000). AID 504582; in the data active means growth rescue above about 28%, passing the limit was not always enough;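 further: yeast W303a lacking pdr1 and pdr3 grown in galactose medium; growth measured after three days at 30 °C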
# BoNT A protease = BoNT A light chain protease inhibition; inhibition, % at 10 µM; multiplex microsphere protease substrate cleavage, flow cytometry; actives 0.17% (n = 360,000); further: plate controls were buffer without enzyme for full effect and enzyme alone for no effect
# Vc quorum ag = induces V. cholerae light production without autoinducers; V. cholerae BH1578 lux reporter, luminescence, 6 h; activation, % at 18.7 µM; actives 0.16% (n = 350,000); AID 588436; in the data active means activation mostly above about 9.7%, no sharp cut-off; further: not every result past the cut was called active; inactives centre near 0; reference of the scale not given here
# PrPC TRFRET = reduces human prion protein on the cell surface | P04156 | actives 0.43% (n = 370,000) | cell surface PrPC, TR-FRET read-out | inhibition, % at 13.8 µM; in the data active means inhibition above about 24%; further: 0% = median of the test wells and 100% = reference compound wells
# SSB-PriA inh = inhibitors of Klebsiella pneumoniae PriA binding to SSB C-terminal tail; AlphaScreen SSBct-PriA binding, biotinylated peptide; inhibition, % at 33 µM; actives 0.6% (n = 430,000); AID 1272365; in the data active means inhibition mostly above about 37%, no sharp cut-off; inactive means mostly below about 20%;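 further: plate controls were negative control peptide for no effect and reference peptide for full effect; strong numbers were not always called active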
# Yp Topo-I inh = blocks Yersinia pestis topoisomerase I activity | actives 0.064% (n = 360,000) | AID 504884 | Y. pestis Topo-I cleavage product accumulation, plate reader | activity, % at 10 µM; in the data active means activity above about 50%, passing the limit was not always enough; further: inactives centre near 2
# TcdB GH inh = inhibitors of Clostridioides difficile toxin B glycohydrolase; P18177; TcdB glycohydrolase enzymatic assay, plate reader; inhibition, % at 9.99 µM; actives 0.24% (n = 350,000); in the data active means inhibition above about 10%
# Anthrax LF inh2 = anthrax lethal factor protease inhibition | P15917 | multiplex microsphere protease cleavage assay, LF | inhibition, % at 10 µM | actives 0.12% (n = 360,000) | AID 588501; further: plate controls were buffer without enzyme for full effect and enzyme alone for no effect
# 3CLpro inhibitor = SARS-CoV 3CLpro protease inhibition; P0C6X7; recombinant SARS-CoV 3CLpro, quenched FRET peptide cleavage; inhibition, % at 6 µM; actives 0.14% (n = 290,000); AID 1706; in the data active means inhibition above about 12%
# Starred values were filed as active, the others as inactive; i = inactive; · = no result given; & = joins results of further samples. Unless noted, no stated cut-off is given here; in the data, active means inhibition above about 30%; inconclusive means no clear call, values can overlap the other calls; inactive means below that. Some of the compounds tested. The share of hits here may be higher or lower than overall.
SMILES,PfHsp40 yeast,BoNT A protease,Vc quorum ag,PrPC TRFRET,SSB-PriA inh,Yp Topo-I inh,TcdB GH inh,Anthrax LF inh2,3CLpro inhibitor
CSc1ncc(Br)c(N2CC2)n1,-0.2,-0.2,i,5,-5,5,-0.4,2,·
COc1ccccc1Nc1n[nH]c(=S)s1,9.5,-0.4,i,-14,1,3,6.4,-2,3
NC(CSC1(c2cccc3ccccc23)c2ccccc2-c2ccccc21)C(=O)O (stereo not given),0.9,-0.3,-1.2,4,-13,-2,-0.2,-5,·
CC1(c2ccc(Cl)cc2)NC(=O)N(CC(=O)N2CCN(S(=O)(=O)c3ccccc3)CC2)C1=O (stereo not given),-0.6,·,-0.1,6,-5,27,0.3,·,·
COc1ccc(/C=C2/C(=O)N(Cc3ccco3)C(=O)N(C(C)C)C2=O)cc1,-0.3,0.2,1.6,2,-3,-4,-1.6,0,8
CCOC(=O)c1nn(-c2ccccc2)c(-c2ccccc2)c1C(=O)c1ccccc1,5.6,-0.7,0.2,0,-16,43,·,-3,0
O=C(Nc1ccc(S(=O)(=O)Nc2ncccn2)cc1)c1ccccc1,0.3,-1.4,-0.4,-5,-9,-3,0.7,0,-1
CC(C)C(NC(=O)c1ccccc1)C(=O)OCC(=O)N1CCCCC1 (stereo not given),-0.1,·,-2.0,4,-8,6,0.3,·,·
O=C(Nc1nc(-c2ccc(F)cc2)cs1)c1cccc(N2C(=O)CCC2=O)c1,0.9,-2.1,3.6,3,-3,-2,-0.7,-4,-2
NC(=O)Cc1c[nH]c2cccc(O)c12,-1.3,-0.4,i,5,-10,0,·,-5,2
C#CCNC(=O)C1=C[C@@H](c2csc3ccccc23)[C@H](CCCO)[C@@H](OCC)O1,-2.5,-0.6,-0.6,-1,-8,5,0.2&0.1,-11,-2
O=[N+]([O-])c1cccc(-c2nc(-c3ccncc3)no2)c1,-0.5,-1.8,-0.5,-28,5,-1,·,-2,6
Cc1cc(C)c2nc(Cl)c(CN(Cc3ccco3)C(=O)Nc3ccccc3C)cc2c1,1.1,-0.7,8.3,6,-8,-3,-0.6,-7,-4
Cc1cc(C)n(CC(C)Nc2nc3nonc3nc2N2CCCCC2)n1 (stereo not given),-0.9,-0.4,-2.0,0,1,-11,0.7,-2,-5
COc1ccc(C(=O)NCCn2ccc3ccccc32)c(OC)c1,0.8,8.9,i,-4,27,19,1.9,14,-1
COc1cc(Cl)c(S(=O)(=O)N2CCN(Cc3ccc4c(c3)OCO4)CC2)cc1Cl,3.8,-0.3,-0.2,-5,2,27,1.0,2,4
CC1(C)CC(=O)C2=C(C1)OC1=C(C(=O)CC(C)(C)C1)C2c1cccc([N+](=O)[O-])c1,·,-0.4,i,1,·,20,1.0,-2,·
CC(=O)Nc1ccc(NC(=O)CSc2nnnn2C2CCCCC2)cc1,1.4,0.8,-2.9,2,0,-4,1.3,0,·
F[B-](F)(F)c1cc2cc(Br)ccc2s1,186*,0.2,i,·,-8,3,·,3,·
CCc1cc2c(cc3c(=O)n(CC(=O)NCCCN4CCCCCC4)nc(CC)n32)s1,0.0,1.3,i,-10,-1,8,1.8,0,-3

# Compounds from the list above containing a nitro group on carbon, in the order listed:
SMILES,PfHsp40 yeast,BoNT A protease,Vc quorum ag,PrPC TRFRET,SSB-PriA inh,Yp Topo-I inh,TcdB GH inh,Anthrax LF inh2,3CLpro inhibitor
O=[N+]([O-])c1cccc(-c2nc(-c3ccncc3)no2)c1,-0.5,-1.8,-0.5,-28,5,-1,·,-2,6
CC1(C)CC(=O)C2=C(C1)OC1=C(C(=O)CC(C)(C)C1)C2c1cccc([N+](=O)[O-])c1,·,-0.4,i,1,·,20,1.0,-2,·

# More structures
SMILES,PfHsp40 yeast,BoNT A protease,Vc quorum ag,PrPC TRFRET,SSB-PriA inh,Yp Topo-I inh,TcdB GH inh,Anthrax LF inh2,3CLpro inhibitor
Cc1cccnc1NC(=O)c1ccc(OCC2CCCO2)cc1 (stereo not given),-1.9,-2.5,-3.4,-6,-9,4,2.3,-5,·
Cc1ccc(/C=N/NC(=O)CN(Cc2ccccc2)S(=O)(=O)c2ccc3c(c2)OCCO3)cc1,7.2,1.4,i,8,·,5,2.8,-2,6
CCN1C(=O)N[C@@H](c2ccccc2)[C@H](C(=O)OC)[C@H]1C,1.4,-0.4,i,-3,-28,4,·,-6,·
O=C(Nc1ccc(F)cc1F)c1ccc(S(=O)(=O)NCc2ccco2)cc1,-1.3,-0.3,-0.5,2,-4,-2,0.9,1,·
CC(C)(C)C(=O)Nc1nnc(SCc2ccc(F)cc2)s1,0.6,0.2,-0.7,4,-13,8,·,-2,5
Cc1nn(C)c(C)c1S(=O)(=O)N1CCC(C(=O)NCCC2=CCCCC2)CC1,1.0,0.3,-0.3,6,-10,3,1.6,0,-1
Cc1c(NC(=O)/C(C#N)=C/c2ccc(-c3ccc(Cl)c(Cl)c3)o2)c(=O)n(-c2ccccc2)n1C,1.2,1.6,-0.2,-1,-2,11,0.8,2,-4
CCOC(=O)c1c(C)[nH]c(C(=O)OCC(=O)Nc2ccccc2)c1C,0.1,-0.9,-3.8,7,-14,-6,0.1,-4,·
O=C(CN1C(=O)/C(=C/c2ccccc2)SC1=S)NC1C=CS(=O)(=O)C1 (stereo not given),1.7,-1.8,i,4,0,0,2.7,-2,-2
COC(=O)c1sccc1NC(=O)Nc1ccccc1Cl,3.1,-3.0,i,3,-12,13,0.7,-4,2
COc1ccccc1NC(=O)CN1C(=O)NC(CC(C)C)C1=O (stereo not given),-0.7,-0.2,0.3,-5,-6,11,·,-1,1
CN1C(=O)c2ccc(NC(=S)NC(=O)C(C)(C)C)cc2C1=O,-2.0,-0.5,-0.1,0,-8,11,·,1,-2
O=C1NC(=O)/C(=C\c2ccccc2OCc2ccccc2)S1,-0.8,-0.3,-0.2,-5,-4,-4,1.2,-10,6
CCN(CC(=O)Nc1c(F)cccc1F)C(=O)CCCOc1ccccc1,-0.7,3.2,i,-2,4,7,2.2,-2,·
COCCn1c(SCC(=O)Nc2cc(C(C)(C)C)nn2-c2ccccc2)nnc1-c1ccncc1,0.4,-0.3,i,6,-21,7,·,1,2
Cc1ccnc(-n2c(C)nc3ccccc3c2=O)c1,-0.1,-0.5,·,-5,5,-4,·,-6,-3
C/C(CC(=O)Nc1cc(C)ccn1)=N\NC(=O)c1cccc(F)c1,-1.2,0.5,-0.5,0,·,-2,-1.4,-3,1
O=C(O)c1ccc(COc2c(F)c(F)cc(F)c2F)o1,0.2,1.2,-0.7,5,-13,2,·,-7,1
CCCCN(C(=O)c1cccc2c(=O)c(C)c(-c3ccccc3)oc12)c1ccccc1,-0.8,0.5,-2.2,17,-22,23,0.5,1,3
O=C(CCn1cnc2ccccc21)N/N=C/c1ccccc1O,-0.3,-0.5,-0.4,-4,·,-6,-8.6,0,5
O=C(CSc1nc(O)cc(=O)n1-c1ccccc1)NC1CCCCC1,-0.3,0.0,i,7,-2,3,·,-1,1
O=C(c1ccccn1)N1CC=C(c2ccccc2)CC1,1.4,-0.3,-0.3,0,-6,-11,0.9,2,-3
O=C(COC(=O)C1(c2ccc(Cl)cc2)CCCC1)NCc1ccco1,4.9,0.3,-0.3,4,-1,29,0.7,2,4
COc1ccc(C(=O)NNC(=O)c2ccccc2[N+](=O)[O-])cc1[N+](=O)[O-],-1.8,0.5,2.8,-14,3,6,-1.4,0,9
COc1ccc(OC)c(S(=O)(=O)N2CCC3(CC2)OCCN3S(=O)(=O)c2cccs2)c1,-0.9,-12,i,-5,1&26,21,-2.1,3,·
CNC[C@H](CC1CCCCC1)NC[C@H](NCCC1CCCC1)[C@H](C)O,-0.7,-0.8,i,-12,-19,-6,1.9,-12,0
CC(NC(=O)CNC(=O)c1ccco1)c1ccc(S(N)(=O)=O)cc1 (stereo not given),-1.0,2.0,-0.4,3,-13,0,0.8,3,-3
CN1OC[C@@H]2CN(C(=O)C(C)(C)C)[C@H](c3cccc(Br)c3)C[C@@H]21,-1.3,-0.2,-0.2,3,-1,1,1.3,-4,·
CCN(CC(=O)Nc1c(F)cccc1F)C(=O)CCCNC(=O)c1ccc(Cl)cc1,-0.2,1.7,-1.4,-3,7,-1,2.2,1,·
COc1ccc(/C=C2/NC(=O)CNC2=O)cc1,-3.5,-1.8,i,-11,0,3,0.7,10,-7
O=c1ncn(-c2ccccc2F)c2ncccc12,-2.1,4.0,11,3,-25,5,·,1,-1
COc1cc(C2C(C#N)=C(N)Oc3c2c(-c2ccccc2)nn3-c2ccccc2)cc(OC)c1OC (stereo not given),0.0,-0.7,-3.7,-5,10,-1,·,-2,2
CC1=C(C(=O)N2CCOCC2)C(c2ccccc2F)NC(=O)N1 (stereo not given),-0.8,-0.1,-0.3,5,-8,11,-0.5,0,2
CCOC(=O)c1oc2c(CN3CCCCC3C)c(O)ccc2c(=O)c1-c1ccc(OC)c(OC)c1 (stereo not given),0.2,-0.3,-0.3,-8,-11,3,·,-5,7
CN(C)C=NC(=O)c1cc(C(=O)c2ccc(Cl)cc2)c[nH]1,0.4,-1.1,-0.5,0,-8,10,1.8,6,0
O=C(CCn1nnc(-c2cccs2)n1)NC1CCCCC1,-0.7,0.1,-0.3,-3,-10,-9,1.3,-2,-3
O=C(C1CCC1)N1CCN(S(=O)(=O)c2ccc(F)cc2)CC1,·,-3.3,i,5,3,-9,0.1,1,·
CCOC(=O)C1(CC2CCCCO2)CCN(Cc2cc(F)ccc2-n2cccn2)CC1 (stereo not given),-0.8,0.0,i,-7,-4,14,0.6,5,6
O=C(NCC(c1ccco1)N1CCc2ccccc2C1)c1ccccc1 (stereo not given),-0.6,-3.3,i,0,-5,9,1.8,0,·
Cc1[nH]c2ccc(C(=O)NCC(C)(C)N3CCOCC3)cc2c1C,0.3,-2.2,-0.5,8,-9,-17,-4.2,-7,2
O=C(c1ccco1)N1CCN(Cc2cc(=O)c(OCc3ccccc3Cl)co2)CC1,0.1,3.0,0.7,-2,5,14,8.8,2,·
O=C(CSc1ccccc1)N1CCc2ccccc21,-0.6,-0.3,-0.3,6,-33,11,·,-2,-1
CC(C)c1nnc(NC(=O)CCC2CCCCC2)s1,0.3,-8.1,-0.3,-2,-12,-17,1.4,-10,2
COC(=O)c1c(C)oc(C)c1S(=O)(=O)N(Cc1ccccc1)C(C)C,·,-1.1,0.4,6,-18,15,1.5,14,-2
CN(CCc1ccccc1)C(=O)c1cccc(NC(=O)Cc2ccc([N+](=O)[O-])cc2)c1,-0.6,0.9,-0.6,-2,28,9,1.1,4,·
NC(=O)Cn1nc([N+](=O)[O-])nc1Oc1ccc(Br)cc1,1.8,-0.9,i,-20,-1,3,0.1,-4,-2
CCc1nnc(NC(=O)C(=O)NCCOC(=O)c2ccccc2Cl)s1,-1.3,-0.1,-7.7,-6,1,-3,·,-5,0
Cc1nc(SCC(=O)c2cc3ccccc3oc2=O)c(C#N)c(-c2cccs2)c1C(=O)Nc1ccccc1,2.1,-0.1,1.7,-4,-8,-4,0.3,-2,-2
O=S(=O)(Nc1ncccn1)c1ccc(NC(=S)Nc2ccc(Cl)cc2)cc1,-1.1,-1.0,i,2,-12,-2,2.1,-4,3
Cc1ccc(C)c(NC(=O)CN2C(=O)c3ccccc3C2=O)c1,·,-0.3,i,3,-5,7,0.9,-4,·
CCOc1ccc2oc(C(=O)OC(C(=O)NC(N)=O)C(C)C)c(C)c2c1 (stereo not given),-0.4,-0.6,-0.3,5,-5,-1,0.7,0,0
COc1cc2c(cc1OC)CN(CCC(=O)c1ccc(Br)cc1)CC2,-1.5,-0.2,-0.3,3,2,9,0.1,-2,1
CCOC(=O)c1sc(NC(C)=O)cc1C,0.2,-0.9,-0.3,-6,-18,-7,1.8,-5,6
O=C(COc1ccc(Cl)cc1)OCc1csc(Nc2ccccc2)n1,0.2,-1.0,-0.3,3,-17,0,·,-2,6

# Screening results: PubChem BioAssay, several laboratories
